# DAX1 inh-1 = DAX1 (NR0B1) inhibitors, primary screen, cell-based, HEK293, Gal4-DAX1, luciferase luminescence; inhibition, % at 6.75 µM; Nuclear receptor subfamily 0 group B member 1 (Homo sapiens), P51843; AID 504766, 2011; 340,000 compounds, 0.99% hits; HEK293 Gal4-DAX1 luciferase reporter;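 active = inhibition above the mean over all tested compounds plus 3 SD, cut at about 4.2% in these data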;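 also: 0% = DAX1-transfected cells with DMSO and 100% = empty-vector control cells with DMSO; inhibition shows as a rise in luminescence from relieved DAX1 repression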
# sPLA2-III inh = human group III sPLA2 inhibitors, primary screen, biochemical, QFRET, BODIPY PC-A2 liposome substrate; QFRET BODIPY PC-A2 liposome hydrolysis, fluorescence; AID 743126, 2013; 370,000 compounds, 0.56% hits; inhibition, % at 12.2 µM;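 active = inhibition above mean plus 3 SD of compounds lying within the high and low control bounds, cut at about 19% in these data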;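 also: 0% = median of test compound wells and 100% = no enzyme DMSO wells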
# ADAM10 inh = human ADAM10 inhibitors, primary screen, biochemical, QFRET, HTS. AID 720582, 2013. Disintegrin and metalloproteinase domain-containing protein 10 (Homo sapiens), O14672. recombinant ADAM10, EDANS/DABCYL FRET peptide cleavage, 3 h. 370,000 compounds, 0.62% hits. inhibition, % at 7 µM;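 active = inhibition above a per-campaign cutoff equal to the mean of compounds falling between control-based bounds plus 3 SD, cut at about 20% in these data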;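 also: 0% = DMSO wells while the 100% control is not disclosed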
# SMARCA2 act = SMARCA2 (BRM) function activators, primary screen, cell-based, luminescence, high throughput; 370,000 compounds, 1% hits; activation, % at 9.1 µM; MG213 cells, MMTV-luciferase reporter, dexamethasone, overnight; in the data active = activation above about 7.8%;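 also: 0% = vehicle wells and 100% = reference activator wells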
# GAA850 FXN act = FXN promoter activators, primary screen, cell-based, luciferase luminescence, HEK293 lucGAA850 | 360,000 compounds, 0.56% hits | HEK293 lucGAA850 FXN promoter luciferase reporter, 24 h; percent of 10 µM SAHA response | activation, % at 6 µM;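 active = activation above the average of all compounds screened plus 3 SD, cutoff fixed separately per campaign, cut at about 7.5% in these data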;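 also: 0% = DMSO wells and 100% = 10 µM SAHA wells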
# DAX1 inh-2 = DAX1 (NR0B1) inhibitors on StAR promoter, primary screen, cell-based, luminescence, SF-1 (NR5A1), full-length DAX-1; HEK293T StAR-luciferase reporter, SF-1/DAX-1 repression relief; inhibition, % at 6.8 µM; 370,000 compounds, 1.1% hits; AID 652010, 2013;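 active = inhibition above the mean over all tested compounds plus 3 SD, cut at about 3.6% in these data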;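 also: 0% = DAX-1 cells with DMSO and 100% = cells lacking DAX-1 with DMSO; higher inhibition means more luminescence from relief of DAX-1 repression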
# hgDAF-12 ag = H. glycines DAF-12 receptor agonists, primary screen, cell-based, luminescence, HEK293, GAL4 fusion, UAS-luciferase | Nuclear hormone receptor DAF-12 (Heterodera glycines), GAL4 fusion | HEK293 GAL4-hgDAF12 UAS-luciferase reporter, agonist luminescence; normalized to butyrate control | activation, % at 6.8 µM | 370,000 compounds, 1.8% hits | AID 687014, 2013;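 active = activation above a cutoff set at the mean of all screened compounds plus 3 SD, cut at about 10% in these data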;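 also: 0% = DMSO wells and 100% = sodium butyrate wells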
# hcDAF12 agonist = H. contortus DAF-12 nuclear receptor activators, primary screen, cell-based, luminescence, HEK293, lit1-tk-luc reporter; HEK293 hcDAF-12 lit1-tk-luc reporter; 0% DMSO, 100% Δ7-dafachronic acid; activation, % at 6.8 µM; 370,000 compounds, 1.4% hits; AID 652067, 2013;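 active = activation above the mean of all tested compounds plus 3 SD, cut at about 5.5% in these data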;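 also: 100% = response to 3 µM Δ7-dafachronic acid high control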
# NPR1 activator = GC-A stimulated cGMP production enhancers – HEK293 GC-A cells, cGMP TR-FRET, EC30 ANP, primary screen; Atrial natriuretic peptide receptor 1 (Homo sapiens), P16066; 0% at EC30 ANP, 100% saturating ANP; activation, % at 10 µM; 370,000 compounds, 0.14% hits; AID 1671463, 2021; in the data active = activation above about 40%
# ssDAF-12 act = S. stercoralis DAF-12 nuclear receptor activators, primary screen, cell-based, luminescence, HEK293, GRIP1 co-expression, lit1-tk-luc. HEK293 ssDAF-12/GRIP1 lit1-tk-luc reporter; % of 3 µM dafachronic acid response. AID 652126, 2013. activation, % at 6.8 µM. 370,000 compounds, 1% hits;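 active = activation above the mean over all tested compounds plus 3 SD, cut at about 0.9% in these data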;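 also: 0% = DMSO-only wells and 100% = 3 µM delta7-dafachronic acid wells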
# NPR2 activator = human GC-B receptor activators, primary screen, HEK293 GC-B cells, cGMP TR-FRET, EC30 CNP | 0% at EC30 CNP, 100% saturating CNP | Atrial natriuretic peptide receptor 2 (Homo sapiens), P20594 | 370,000 compounds, 0.11% hits | activation, % at 10 µM;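 active = activation at 10 µM reaching about 35% in either raw or pattern-adjusted values, limit read from the data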
# Target sequence (P20594 whole entry, looked up): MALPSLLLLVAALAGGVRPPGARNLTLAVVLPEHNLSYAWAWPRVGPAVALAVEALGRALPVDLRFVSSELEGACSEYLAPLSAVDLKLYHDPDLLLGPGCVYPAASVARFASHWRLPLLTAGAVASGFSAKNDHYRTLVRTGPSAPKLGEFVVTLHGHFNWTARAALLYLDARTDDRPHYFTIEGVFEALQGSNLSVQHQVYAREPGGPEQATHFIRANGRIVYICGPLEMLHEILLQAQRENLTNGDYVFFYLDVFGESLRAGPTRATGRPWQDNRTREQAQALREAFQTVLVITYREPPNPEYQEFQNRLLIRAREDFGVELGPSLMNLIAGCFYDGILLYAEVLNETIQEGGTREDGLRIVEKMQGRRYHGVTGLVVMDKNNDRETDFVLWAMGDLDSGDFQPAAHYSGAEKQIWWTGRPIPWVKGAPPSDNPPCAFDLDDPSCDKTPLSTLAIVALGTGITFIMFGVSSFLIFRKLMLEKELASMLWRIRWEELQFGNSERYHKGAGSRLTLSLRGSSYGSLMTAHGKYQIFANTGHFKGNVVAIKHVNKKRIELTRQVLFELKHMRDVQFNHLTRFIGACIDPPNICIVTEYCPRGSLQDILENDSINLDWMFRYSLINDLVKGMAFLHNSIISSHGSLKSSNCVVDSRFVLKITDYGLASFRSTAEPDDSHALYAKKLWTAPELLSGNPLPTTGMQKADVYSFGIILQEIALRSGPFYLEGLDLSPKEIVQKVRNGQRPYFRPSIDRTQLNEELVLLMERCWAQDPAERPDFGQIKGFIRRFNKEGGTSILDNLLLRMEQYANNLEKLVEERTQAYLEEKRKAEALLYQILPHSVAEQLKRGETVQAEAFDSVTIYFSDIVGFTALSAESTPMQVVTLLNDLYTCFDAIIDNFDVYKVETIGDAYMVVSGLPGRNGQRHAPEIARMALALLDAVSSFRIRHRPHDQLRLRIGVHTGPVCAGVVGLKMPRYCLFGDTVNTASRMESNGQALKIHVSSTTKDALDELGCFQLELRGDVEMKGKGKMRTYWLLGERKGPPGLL
# * = called active by the depositor; nt = no result given.
SMILES,DAX1 inh-1,sPLA2-III inh,ADAM10 inh,SMARCA2 act,GAA850 FXN act,DAX1 inh-2,hgDAF-12 ag,hcDAF12 agonist,NPR1 activator,ssDAF-12 act,NPR2 activator
O=C(Oc1cccc(C(=S)N2CCOCC2)c1)c1ccccc1,1.1,3,-8,0,0.1,0.0,1.1,-0.7,8,-0.6,4
CSc1ncccc1C(=O)Nc1cccc(S(=O)(=O)N2CCCCC2)c1,-0.5,-10,2,-3,0.7,-0.6,-1.8,-0.3,-3,-1.0,6
COCCn1c(SCC(=O)Nc2ccccc2F)nc2c(c1=O)SCC2,-0.5,3,-2,1,0.1,-0.3,0.2,-0.8,1,-1.0,2
CCc1nc2ccccc2n1CC(=O)OCC(=O)N(CC(C)C)c1c(N)n(Cc2ccccc2)c(=O)[nH]c1=O,0.7,-2,-5,3,-0.2,-0.5,2.0,1.6,0,-1.3,2
O=c1[nH]c(SCc2ccccc2Cl)nc2[nH]ncc12,0.5,-4,1,6,5.4,0.2,-0.8,-1.9,1,-1.0,-6
O=C(Cc1cccc2ccccc12)N/N=C/c1ccc(F)cc1,-1.3,-10,3,-2,-0.1,-0.1,-1.0,-1.3,4,-1.4,-3
CCOc1ccccc1NC(=O)c1cc(S(=O)(=O)N2CCC3(CC2)OCCO3)ccc1F,0.5,3,-2,-1,-0.1,-0.3,0.0,-1.0,-1,-1.4,-1
CCc1ccccc1N1C(=O)C2C3CC(=O)C(c4ccccc43)C2C1=O (stereo unspecified),0.6,-6,0,1,-0.4,0.4,0.5,3.2,1,-1.3,5
CC1(C)C(C(=O)O)N2C(=O)C(NC(=O)Cc3ccccc3)C2S1=O (stereo unspecified),1.0,-1,-1,-3,-0.9,0.4,3.1,-1.3,-2,-1.8,0
Cc1ccc(C)c(C(=O)Nc2nc3ccccc3[nH]2)c1,-0.2,-4,3,3,1.7,0.9,3.5,0.0,1,-1.0,-2
CCOC(=O)C1CCCN(S(=O)(=O)c2ccc(C)cc2)C1 (stereo unspecified),-2.3,2,6,-3,0.8,-0.2,2.5,-1.5,1,-1.2,-3
COc1ccc2sc(-c3ccccc3OC)c(-c3ccc(O)cc3)c2c1,0.8,-14,5,1,1.1,0.1,-0.8,-0.8,-4,-0.5,-8
C(=Nc1ccc(N2CCOCC2)cc1)c1c[nH]c2ccccc12,0.7,-5,-11,3,-0.8,-0.8,2.1,2.6,-4,-1.1,-4
Cn1c2ccc(F)cc2c2ncn(CCCN(CCO)CCO)c(=O)c21,2.4,5,-245,4,1.1,-0.1,2.2,3.3,6,-1.3,-5
CCN(CC)c1ccc(/C=c2\sc3nnc(-c4ccccc4Cl)n3c2=O)cc1,1.1,0,4,6,1.0,0.0,-0.5,-0.6,11,-1.1,0
CC(=O)N(C)c1cccc(-c2ccc3nnc(C)n3n2)c1,2.0,8,-75,-2,0.0,0.2,-2.8,-0.1,6,-0.9,-2
Cn1c(=O)oc2cc(S(=O)(=O)Nc3ccc(Cl)cc3F)ccc21,0.2,-4,-7,-1,2.1,0.3,-1.8,-1.2,-5,-0.8,5
O=C1CC(SC(=S)C2CCCC2=O)C(=O)N1 (stereo unspecified),0.0,5,-13,-2,1.9,-0.7,-0.7,0.5,2,-0.8,0
O=C1c2ccccc2C(=O)N1CCc1nc2ccccc2c(=O)n1Cc1ccco1,-0.9,-5,-2,0,0.0,0.2,-0.1,0.7,-1,-1.1,5
COc1ccc(C(=O)C[n+]2ccccc2/C=N/O)cc1,-0.3,-2,-20,3,5.3,0.7,9.8,3.3,3,-0.1,-1
Cc1ccc(Cn2nc(C)c(NC(=O)C3CC3)c2C)cc1,0.2,-3,5,-5,-0.8,-0.7,-0.3,-1.9,1,-1.2,3
COC(=O)c1sc(N)c(C(=O)OC)c1COC(=O)[C@@H](NS(=O)(=O)c1cccc(Cl)c1)C(C)C,0.0,-25,-2,-5,2.2,-0.5,1.4,-0.7,-7,-0.8,0
N#Cc1ccc(C=NN2CCCCCC2)cc1,1.6,21*,-5,-4,5.4,3.8*,7.8,1.4,6,-0.2,1
COc1cccc(C(=O)NCCCNC(=O)c2ccco2)c1,0.8,22*,-3,-1,-1.8,-0.2,0.0,-0.9,2,-0.7,0
Cc1[nH]n(-c2nc(-c3cccc([N+](=O)[O-])c3)cs2)c(=O)c1C,1.7,8,2,2,5.0,1.5,4.2,3.0,-5,-0.2,-3
# Remaining list, next part.
SMILES,DAX1 inh-1,sPLA2-III inh,ADAM10 inh,SMARCA2 act,GAA850 FXN act,DAX1 inh-2,hgDAF-12 ag,hcDAF12 agonist,NPR1 activator,ssDAF-12 act,NPR2 activator
COc1ccc(N(CC(=O)NN=C2CCCCCCC2)S(=O)(=O)c2ccccc2)cc1Cl,-0.8,-22,8,-3,2.4,0.2,4.0,-1.2,-4,-1.8,4
CCOc1ccc2[nH]c(=O)c(CN(CCN3CCCC3)C(=S)Nc3ccccc3OC)cc2c1,1.1,3,-134,4,-0.6,-0.2,0.7,-0.9,2,-0.7,2
CCCNC(=O)N1CCN(Cc2ccco2)CC1,1.6,6,-7,-3,0.8,0.1,-4.0,-1.0,4,0.0,7
CCNC(=O)C[C@@H]1CC[C@@H]2NC[C@@H](O)COC[C@H]2O1,nt,9,-10,-2,nt,0.9,-1.0,-0.8,0,-0.3,4
NC1=NC(=O)/C(=C/c2ccc(OCC(=O)O)cc2)S1,0.1,2,7,0,0.0,0.2,-1.1,0.0,1,-0.9,2
Cn1c(CN2CCOCC2)nnc1SCc1ccc(C#N)cc1,2.0,2,-7,-2,1.2,0.5,-4.9,-0.8,3,-1.5,3
O=C(COC(=O)c1ccc([N+](=O)[O-])o1)Nc1ccc2c(c1)OC(F)(F)O2,-0.8,-1,-6,-1,-0.9,-1.2,-0.8,-1.6,-1,-1.0,-4
COc1ccccc1N1CCN(C2CCCN(C(=O)c3cscn3)C2)CC1 (stereo unspecified),0.0,-4,1,-3,0.0,0.0,-0.6,-0.2,7,-1.1,4
Cc1ccc(Oc2ccc(OCC(=O)NC(CC(C)C)C(=O)O)cc2)cc1 (stereo unspecified),1.2,-15,-2,-1,-1.1,0.2,-2.0,-1.0,5,-2.0,2
COc1ccc(-n2c(C)cc(=O)c3c2CC(C)(C)CC3=O)cc1,1.3,3,3,7.9*,-0.1,-0.6,-1.0,-0.2,-1,-1.3,3
Cc1ccc(-n2nnnc2SCC(=O)Nc2cccc(NC(=O)c3ccco3)c2)cc1C,-1.1,-61,9,-2,1.6,-1.0,-1.8,-3.1,-3,-1.2,4
Cc1cc(CCCCCCCCc2cc(C)cc(=O)o2)oc(=O)c1,-0.3,-3,3,2,-0.5,0.1,-0.9,-3.6,-8,-0.8,-5
CC(=O)C1=C(c2ccccc2)NC(=S)NC1c1ccc(O)c(O)c1 (stereo unspecified),1.5,7,-6,-2,2.1,0.3,3.7,3.3,4,-1.1,7
COC(=O)CSc1ccc2nnc(CCNS(=O)(=O)c3ccc(C)cc3)n2n1,0.1,6,-9,0,-0.9,-0.3,-2.0,-0.1,2,-1.0,-1
Cc1sc2ncnc(SCC(=O)NNC(=O)c3ccco3)c2c1C,-0.5,-2,-6,-2,-0.6,-0.2,-1.0,-2.5,0,-1.4,-1
CC(C)N(Cc1ccccc1)C(=S)Nc1ccc(F)cc1,0.6,9,-5,-2,0.5,-0.1,0.4,-0.2,-1,-1.3,4
Cc1ccc(NC(=S)N(CCCN2CCCC(C)C2)Cc2ccco2)cc1C (stereo unspecified),-0.2,2,-3,9.2*,1.7,0.3,1.0,0.9,0,-1.2,2
CCOc1ccc(-c2nnn(CC(=O)NCc3ccccc3)n2)cc1,0.4,1,2,-4,0.5,-0.9,-0.9,-0.7,-2,-0.9,4
O=C(Nc1nc(-c2cc3ccccc3o2)cs1)c1ccc(S(=O)(=O)N2CCCC2)cc1,1.0,4,0,0,-4.2,-1.2,-1.9,-1.4,1,-1.8,7
CCCN1CCN(C(=O)c2ccc(Sc3ccc(C)cc3)c(NC(C)=O)c2)CC1,0.3,3,2,-2,-0.5,0.8,-1.4,0.2,2,-1.2,4
CC1CCCN(C(=O)NC(=O)c2ccc(Cl)cc2)C1 (stereo unspecified),0.1,8,-7,0,-0.8,-0.6,-0.2,-1.8,3,-0.7,0
O=C(COC(=O)C1COc2ccccc2O1)Nc1cccc(F)c1 (stereo unspecified),0.0,7,-8,-2,1.2,1.0,1.1,0.6,5,-1.4,-2
Cc1cc(-c2csc(NC(=O)c3ccc(C#N)cc3)n2)c(C)n1Cc1ccco1,-1.2,-2,5,-2,2.5,-0.4,1.8,1.5,-7,-0.4,-1
CCN(CC(=O)N1CCC(C(N)=O)CC1)S(=O)(=O)c1cc(Cl)ccc1Cl,0.2,2,-5,-4,0.5,-0.3,0.8,-0.8,0,-1.3,0
CC(=O)c1cccc(NC(=O)C2Cc3c(-c4cccc(C(C)=O)c4)ccnc3O2)c1 (stereo unspecified),nt,4,5,-7,-2.9,-2.9,-2.0,-2.2,8,-1.8,5
Cn1c(C(=O)N2CCN(C(=O)c3ccco3)CC2)cc2c(=O)n(C)c3ccccc3c21,2.7,-1,-9,0,0.9,1.6,-2.1,-0.4,-1,-0.9,-5
COC(=O)Cn1c(CN(Cc2ccccc2)Cc2ccccc2)nc2c1c(=O)[nH]c(=O)n2C,0.2,-2,-6,-1,-0.9,-0.8,-1.2,-1.5,-24,-1.2,-16
O=C(Nc1ccc(S(=O)(=O)Nc2ccccn2)cc1)c1cccc(Cl)c1,-1.2,-24,-1,0,2.3,0.1,-2.3,-0.7,-6,-1.0,-5
COc1cc(CC(=O)OCC(=O)c2ccc[nH]2)cc(OC)c1OC,-0.3,2,-4,5,-0.6,-0.7,1.2,-1.1,3,-0.9,8

# Three entries drawn at random from the list so far:
SMILES,DAX1 inh-1,sPLA2-III inh,ADAM10 inh,SMARCA2 act,GAA850 FXN act,DAX1 inh-2,hgDAF-12 ag,hcDAF12 agonist,NPR1 activator,ssDAF-12 act,NPR2 activator
Cc1ccc(NC(=S)N(CCCN2CCCC(C)C2)Cc2ccco2)cc1C (stereo unspecified),-0.2,2,-3,9.2*,1.7,0.3,1.0,0.9,0,-1.2,2
CC1CCCN(C(=O)NC(=O)c2ccc(Cl)cc2)C1 (stereo unspecified),0.1,8,-7,0,-0.8,-0.6,-0.2,-1.8,3,-0.7,0
COc1cc(CC(=O)OCC(=O)c2ccc[nH]2)cc(OC)c1OC,-0.3,2,-4,5,-0.6,-0.7,1.2,-1.1,3,-0.9,8

# Compound activity (PubChem BioAssay)
